VHR inh abs: VHR1 phosphatase inhibitors, primary screen, biochemical, absorbance, uHTS; 290,000 compounds, 0.52% hits; recombinant VHR phosphatase, pNPP absorbance; inhibition, % at 13.3 µM; Dual specificity protein phosphatase 3 (Homo sapiens), P51452; AID 1654, 2009; in the data active = inhibition above about 50%; note: some compounds called inactive have numbers as strong as hits
Vc quorum ag: inducers of Vibrio cholerae quorum light production without autoinducers, primary screen, BH1578 luxS cqsA deficient, single point | AID 588436, 2011 | 350,000 compounds, 0.16% hits | activation, % at 18.7 µM | V. cholerae BH1578 lux reporter, luminescence, 6 h; in the data active = activation mostly above about 9.7%, no sharp cut-off; inconclusive = no clear call, values can overlap the other calls; inactive = mostly below about 3.7%; note: not every result past the cut was called active; inactives centre near 0; reference of the scale not given here
SSB-PriA inh: inhibitors of Klebsiella pneumoniae PriA binding to SSB C-terminal tail, primary screen, biochemical, AlphaScreen. PriA–SSB C-terminal tail interaction (Klebsiella pneumoniae). AlphaScreen SSBct-PriA binding, biotinylated peptide. inhibition, % at 33 µM. 430,000 compounds, 0.6% hits. AID 1272365, 2023; in the data active = inhibition mostly above about 37%, no sharp cut-off; inactive = mostly below about 20%;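 note: plate controls were negative control peptide for no effect and reference peptide for full effect; strong numbers were not always called active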
PfHsp40 yeast: rescue of yeast from PfHsp40 toxicity, primary screen, S. cerevisiae, ATP luminescence; S. cerevisiae expressing PfHsp40, growth rescue; growth rescue, % at 12.5 µM; AID 504582, 2011; 340,000 compounds, 0.68% hits; in the data active = growth rescue above about 28%, passing the limit was not always enough; inconclusive = no clear call, values can overlap the other calls;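 note: yeast W303a lacking pdr1 and pdr3 grown in galactose medium; growth measured after three days at 30 °C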
TcdB GH inh: TcdB glycohydrolase inhibitors, primary screen, biochemical, single point, plate reader | Toxin B (Clostridioides difficile), P18177 | TcdB glycohydrolase enzymatic assay | inhibition, % at 9.99 µM | 350,000 compounds, 0.24% hits; in the data active = inhibition above about 10%
Target sequence (P18177 whole entry, looked up): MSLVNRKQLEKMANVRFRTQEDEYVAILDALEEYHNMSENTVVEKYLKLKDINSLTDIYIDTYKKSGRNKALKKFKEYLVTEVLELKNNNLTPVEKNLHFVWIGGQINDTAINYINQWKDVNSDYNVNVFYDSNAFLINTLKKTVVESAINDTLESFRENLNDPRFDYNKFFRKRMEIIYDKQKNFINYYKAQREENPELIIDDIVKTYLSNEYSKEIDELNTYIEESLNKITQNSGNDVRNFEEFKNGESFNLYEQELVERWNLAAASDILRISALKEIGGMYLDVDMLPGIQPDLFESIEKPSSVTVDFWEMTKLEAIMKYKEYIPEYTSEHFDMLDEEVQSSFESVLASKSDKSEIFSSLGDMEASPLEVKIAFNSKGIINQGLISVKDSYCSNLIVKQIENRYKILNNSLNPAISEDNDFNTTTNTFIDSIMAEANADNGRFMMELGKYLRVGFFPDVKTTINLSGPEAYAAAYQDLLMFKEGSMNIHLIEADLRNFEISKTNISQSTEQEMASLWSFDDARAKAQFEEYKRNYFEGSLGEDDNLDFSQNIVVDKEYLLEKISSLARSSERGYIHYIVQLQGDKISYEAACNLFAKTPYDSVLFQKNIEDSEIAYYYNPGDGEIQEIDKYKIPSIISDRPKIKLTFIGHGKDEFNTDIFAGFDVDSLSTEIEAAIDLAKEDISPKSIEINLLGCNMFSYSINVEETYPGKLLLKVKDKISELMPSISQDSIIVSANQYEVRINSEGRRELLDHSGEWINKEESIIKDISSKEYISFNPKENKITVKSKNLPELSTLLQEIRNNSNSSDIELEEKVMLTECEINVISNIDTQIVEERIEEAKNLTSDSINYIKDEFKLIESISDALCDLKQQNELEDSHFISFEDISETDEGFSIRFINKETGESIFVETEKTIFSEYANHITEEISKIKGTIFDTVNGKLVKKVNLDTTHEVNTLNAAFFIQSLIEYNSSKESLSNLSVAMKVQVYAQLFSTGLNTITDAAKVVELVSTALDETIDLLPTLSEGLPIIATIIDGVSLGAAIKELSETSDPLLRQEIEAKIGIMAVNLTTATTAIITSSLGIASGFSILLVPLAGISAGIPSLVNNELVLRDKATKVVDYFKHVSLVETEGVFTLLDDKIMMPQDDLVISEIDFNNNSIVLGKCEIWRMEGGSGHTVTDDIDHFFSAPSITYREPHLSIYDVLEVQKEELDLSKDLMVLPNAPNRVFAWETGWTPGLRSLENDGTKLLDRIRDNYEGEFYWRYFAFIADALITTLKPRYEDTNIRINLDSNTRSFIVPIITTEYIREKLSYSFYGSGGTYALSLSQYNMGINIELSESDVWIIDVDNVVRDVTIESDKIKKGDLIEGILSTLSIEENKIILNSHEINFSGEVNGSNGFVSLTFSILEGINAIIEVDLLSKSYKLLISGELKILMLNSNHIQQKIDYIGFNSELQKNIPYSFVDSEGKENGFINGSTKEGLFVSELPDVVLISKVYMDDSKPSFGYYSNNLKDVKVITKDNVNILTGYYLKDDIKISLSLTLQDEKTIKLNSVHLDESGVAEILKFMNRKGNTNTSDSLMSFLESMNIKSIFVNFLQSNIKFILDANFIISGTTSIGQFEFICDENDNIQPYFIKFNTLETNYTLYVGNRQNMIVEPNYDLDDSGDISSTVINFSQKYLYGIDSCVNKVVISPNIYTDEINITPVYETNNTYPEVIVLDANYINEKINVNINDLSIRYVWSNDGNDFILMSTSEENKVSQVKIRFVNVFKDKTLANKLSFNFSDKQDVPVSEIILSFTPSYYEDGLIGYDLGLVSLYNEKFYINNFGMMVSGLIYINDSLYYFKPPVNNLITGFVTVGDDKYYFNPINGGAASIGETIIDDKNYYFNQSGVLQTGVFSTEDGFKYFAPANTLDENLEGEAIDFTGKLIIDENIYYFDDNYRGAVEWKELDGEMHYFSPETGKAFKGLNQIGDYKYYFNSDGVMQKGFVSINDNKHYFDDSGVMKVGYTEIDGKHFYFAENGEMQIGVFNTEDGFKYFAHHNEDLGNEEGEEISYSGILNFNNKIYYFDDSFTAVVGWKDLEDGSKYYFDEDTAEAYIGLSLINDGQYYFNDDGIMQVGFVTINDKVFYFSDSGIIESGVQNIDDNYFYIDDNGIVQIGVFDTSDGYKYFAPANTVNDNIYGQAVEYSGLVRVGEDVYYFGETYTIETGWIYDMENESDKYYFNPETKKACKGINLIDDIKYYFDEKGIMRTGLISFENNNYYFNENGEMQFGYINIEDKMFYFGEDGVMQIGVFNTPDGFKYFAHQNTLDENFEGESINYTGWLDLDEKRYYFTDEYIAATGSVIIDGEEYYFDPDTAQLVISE
Anthrax LF prot: Bacillus anthracis LF protease inhibitors, primary screen, biochemical, multiplex microsphere, MLPCN library; multiplex microsphere protease cleavage assay; Lethal factor (Bacillus anthracis), P15917; 360,000 compounds, 0.12% hits; inhibition, % at 10 µM; note: plate controls were buffer without enzyme for full effect and enzyme alone for no effect
BoNT A protease: BoNT/A light chain protease inhibitors, primary screen, biochemical, flow cytometry, MLPCN library; Botulinum neurotoxin type A light chain protease (Clostridium botulinum A str. ATCC 3502); multiplex microsphere protease substrate cleavage; inhibition, % at 10 µM; 360,000 compounds, 0.17% hits; AID 588499, 2011; note: plate controls were buffer without enzyme for full effect and enzyme alone for no effect
CCHF vOTU inh: CCHFV vOTU protease inhibitors, primary screen, biochemical, Pep-AMC substrate, fluorescence | 370,000 compounds, 0.55% hits | inhibition, % at 11.5 µM; in the data active = inhibition above about 30%; note: 0% = vehicle wells with enzyme and 100% = no enzyme wells
Y pestis TopoI: Yersinia pestis topoisomerase I inhibitors, primary screen, biochemical, cleavage product accumulation, plate reader, single point. DNA topoisomerase I (Yersinia pestis CO92). Y. pestis Topo-I cleavage product accumulation. activity, % at 10 µM. 360,000 compounds, 0.064% hits. AID 504884, 2011; in the data active = activity above about 50%, passing the limit was not always enough; inconclusive = no clear call, values can overlap the other calls; note: inactives centre near 2
3CLpro inhibitor: SARS-CoV 3CLpro protease inhibitors, primary screen, biochemical, quenched FRET; recombinant SARS-CoV 3CLpro, quenched FRET peptide cleavage; inhibition, % at 6 µM; 290,000 compounds, 0.14% hits; AID 1706, 2009; in the data active = inhibition above about 12%
Active calls of the source: *; i = inactive; ? = inconclusive; . = not tested or not shown; & = joins results of further samples. Cut-off read from the data, not from the text of the source, unless noted: active = inhibition above about 30%; inconclusive = no clear call, values can overlap the other calls; inactive = below that.

SMILES	VHR inh abs	Vc quorum ag	SSB-PriA inh	PfHsp40 yeast	TcdB GH inh	Anthrax LF prot	BoNT A protease	CCHF vOTU inh	Y pestis TopoI	3CLpro inhibitor
Cc1cc(C)c(NC(=O)CS(=O)CC(=O)Nc2cccnc2)c(C)c1 (configuration not stated)	26	-0.3	-17	-1.2	.	-1	-1.2	-8	4	2
CC1CC(=O)NN=C1c1cccs1 (configuration not stated)	10	-0.8	-6	-0.9	-0.8	-12	?	-10	-3	1
CC(=O)Oc1ccc(C(=O)Nc2ccc3c(c2)OCCO3)cc1	20	0.8	-10	-3.7	0.6	23	5.0	-16	-3	-1
O=C(O)c1c2c(nc3ccccc13)/C(=C/c1ccccc1[N+](=O)[O-])CCC2	-10	-0.2	1	-1.0	-0.1	-1	-0.2	3	9	2
COc1cccc(CN(C)C(=O)CC[C@H]2O[C@@H](n3ccc(=O)[nH]c3=O)[C@H](O)[C@@H]2O)c1	.	.	.	.	1.6	-10	-2.6	10	.	.
O=C(O)CCCC(=O)N1CCN(C(c2ccccc2)c2ccccc2)CC1	8	-1.1	3	-0.5	-2.3	1	0.7	-14	0	-2
O=C(CCC1CC(=O)Nc2ccccc21)NCc1cccnc1 (configuration not stated)	15	-0.2	3	0.3	-0.5	0	-1.0	6	4	-2
OCCN1CCOCCOCCN(CCO)CCN(CCO)CC1	4	-0.2	-8	-1.5	.	0	0.0	0	0	2
O=C1C=CN(Cc2ccccc2)C(c2ccccc2)C1 (configuration not stated)	.	-4.5	3	-0.5	.	2	0.5	18	4	.
O=C(CSc1nc2c(sc3ccccc32)c(=O)n1-c1ccccc1)NCc1ccco1	1	-0.3	-14	-0.9	.	-3	-1.3	-3	-6	4
COc1cccc(-c2sc3ccc(OC)cc3c2C#CC(C)(C)O)c1	.	i	-5	7.1	0.5	0	-0.1	13	42	.
COc1ccccc1N1CCN(Cc2c(F)cccc2F)CC1	20	i	4	-0.2	0.3	-16	?	.	8	6
Cc1cc(C)n(CC(=O)c2ccc(Cl)cc2)n1	-1	-2.1	3	0.0	0.3	-3	0.1	-4	-6	2
O=C(CCCN1C(=O)c2ccccc2C1=O)N1CCN(c2ccccn2)CC1	6	i	-7	0.8	.	8	0.9	-4	-1	1
O=C(NCCCN1CCOCC1)c1ccc(CSCc2cccc(Cl)c2)o1	-8	-0.8	-10	-1.0	0.4	-4	0.0	3	9	1
Cc1ccc(CSc2nc3c(c(=O)[nH]2)CCC3)cc1	20	-1.4	-3	1.2	.	-2	?	-6	10	1
Cc1cccc(NC(=O)C2CCCN2/C=C/C(=O)C(F)(F)F)c1C (configuration not stated)	-10	-0.3	-13	-0.8	.	-1	-0.8	4	-4	1
Cc1ccc(-c2nc(S(=O)(=O)c3ccc(C)cc3)c(SCC(N)=O)o2)cc1	22	-0.2	-17	-0.7	-0.4	-5	-34	18	20	2
CCCOc1c(Br)cc(C(=O)NCC)cc1OC	-12	i	-24	-1.4	.	-1	-0.5	8	-1	1
O=C(Nc1cccc(-c2csc(Nc3ccccc3)n2)c1)c1ccccc1	26	-0.6	0	73*	-0.5	-12	-0.1	6	-24	.
CCCCN(CC)CCNC(=O)c1cc2c(=O)n(C)c3ccccc3c2n1C	12	-0.9	-5	0.4	1.8	-1	-0.5	-6	8	-10
COc1ccc(CNC(=O)CN(CC2CCCO2)C(=O)CNS(=O)(=O)c2ccc(C)cc2)cc1 (configuration not stated)	2	-0.6	-5	-0.6	.	0	0.1	4	5	-1
CCN(CC)C(=O)CN1C(=O)C(=O)c2ccccc21	16	-0.5	8	0.9	2.2	-3	0.0	-2	4	-3
Cc1ccccc1NC(=S)Nc1ccc2[nH]c(=O)[nH]c2c1	20	i	-3	-0.7	1.4	-1	-2.8	0	3	8
COc1ccc(C(=O)NCC(=O)OCC(=O)Nc2sccc2C#N)cc1OC	15	-0.4	-4	0.8	-1.1	-5	-0.5	3	1	1
COc1ccc(/C=N/NC2=NS(=O)(=O)c3ccccc32)cc1	3	-0.5	.	.	-0.5	-16	-1.4	0	-2	5
C[C@H](c1ccccc1)N1C[C@@H](COCc2ccccc2)Oc2cc(N3CC[C@@H](N(C)C)C3)ccc2S1(=O)=O	.	.	.	.	0.1	-4	-0.1	4	.	.
O=C(O)CSc1nnc(C2CC2)n1-c1ccccc1	6	-0.3	-4	-1.0	.	1	1.2	-10	4	-1
COc1ccc(C(=O)C2CCN(C(=O)c3ccc(OC)cc3)CC2)cc1	19	i	-11	1.7	0.8	9	-2.0	-10	7	2
O=[N+]([O-])c1ccc(N2CCN(CCO)CC2)cc1NCc1ccco1	-4	-0.2	0	-0.8	.	2	0.3	0	-3	-2
COc1ccc(S(=O)(=O)N2CCCC(C(=O)N3CCOCC3)C2)cc1C (configuration not stated)	3	-0.4	-10	1.8	.	-3	-0.1	-1	1	5
O=C(c1cccnc1)C1CCCN(Cc2nc(-c3cnccn3)no2)C1 (configuration not stated)	17	i	-14	0.0	2.2	-1	-2.6	-10	-6	-7
CCN(Cc1cnn(C)c1)C(=O)CC1C(=O)NCCN1Cc1cccc(OC)c1OC (configuration not stated)	44	3.3	-19	0.9	-2.4	0	0.3	7	2	4
Cn1c(=O)cc(SCC(=O)N2CCOCC2)c2ccc(Cl)cc21	-13	-1.3	-14	0.8	.	5	-0.4	7	3	2
CCCCn1c(C(C)NC(=O)c2cccs2)nc2ccccc21 (configuration not stated)	14	i	-12	0.5	.	1	0.0	-25	0	-5
C=CCO/N=C/C1C(=O)CC(C)(C)CC1=O	2	-0.2	.	-0.1	-0.5	-2	-1.1	1	-6	-8
O=C(NC1CCCCC1)C(c1ccncc1)N(C(=O)c1csnn1)c1ccccc1 (configuration not stated)	22	-0.2	-6	-1.2	2.3	1	-1.2	-1	4	6
COc1cc2cc(CN(Cc3cccnc3)C(=O)Nc3ccccc3)c(=O)[nH]c2cc1OC	28	-0.4	-2	-0.9	2.3	3	-0.3	-7	13	-4
CCCC1(CCC)NC(=O)N(CC(=O)Nc2ccccc2OC)C1=O	-13	-0.2	-17	-0.4	.	0	0.6	8	1	-1
Nc1ccc2nc[nH]c2c1	14	.	-2&15	-0.8	1.7	-13	-0.5	24	-6	-1
O=C(NC1CCCC1)c1cc2c(ccc3ccccc32)o1	18	-25	-9	-0.5	.	-1	-0.5	-14	14	-2
Cc1ccc(N2CCOCC2)c2c1C(=O)c1ccccc1C2=O	-1	-6.0	94	?	4.1	-3	-0.7	-2	2	2
c1ccc2c(c1)nc(N1CCOCC1)c1nnnn12	7	i	-7	1.4	0.8	-2	0.2	-3	-13	0
COCCNC(=S)NC1CC2CCCC(C1)N2Cc1ccco1 (configuration not stated)	-1	-1.5	-10	-1.9	.	-6	-0.2	-12	3	-1
CCCS(=O)(=O)N1CCN(Cc2ccccc2OCC)CC1	8	-0.7	-11	0.3	.	-3	0.8	-7	-2	-2
O=C(CSc1nc2ccccc2c(=O)n1Cc1ccco1)N1CCCC1	36	i	-12	-1.3	-1.9	0	-0.3	3	5	-2
CCCc1[nH]nc2c1C(c1ccc(O)cc1OCC)C(C#N)=C(N)O2 (configuration not stated)	25	-1.3	-6	-0.1	.	0	-0.5	10	-10	-6
CCCc1ccccc1OCCNS(=O)(=O)c1cc2c(cc1C)OCC(=O)N2	17	0.6	0	0.4	0.4	-6	-0.3	5	11	0
Cc1cc(C(F)F)n2ncc(C(=O)NCc3ccccc3F)c2n1	-11	-0.3	-3	-1.5	4.3	-2	0.3	-7	-1	0
O=[N+]([O-])c1ccc(Cl)c(/C=N/N2CCN(c3ccccc3)CC2)c1	28	-7.1	.	1.4	1.6	-6	-1.2	0	-6	3
COc1ccccc1NC(=O)Oc1cccc(OC(=O)c2ccccc2)c1	38	i	1	1.1	3.3	-6	-0.9	-5	1	0
COc1ccc(-n2ccnc2SCC(=O)NC2CCCC2)cc1	.	-0.5	1	0.0	1.2	2	0.1	-5	5	.
COCCNC(=O)C(c1ccc(O)cc1)N(C(=O)CCC(=O)Nc1nccs1)c1cccc(C)c1 (configuration not stated)	30	1.8	-2	-0.3	0.0	-5	-0.4	-9	6	5
CCC(C)(C)NC(=O)CN(C(=O)CCC(=O)Nc1cc(C)ccn1)c1ccc2c(c1)OCO2	10	-0.4	2	-0.8	.	0	-0.7	8	11	-4
Cc1ccc(/C=N/NC(=O)c2nnn(-c3nonc3N)c2CN(C)c2ccccc2)s1	10	-0.3	.	3.6	1.3	-1	1.5	11	0	0
Cc1ccccc1CSc1nn2c(=O)c(C)nnc2s1	-8	i	2	0.3	-0.1	1	-0.3	-2	-11	0
Cc1ccc(CC(=O)Nc2cc([N+](=O)[O-])ccc2F)cc1	35	-0.1	-15	-1.2	0.9	-2	-0.5	2	2	-5
C[C@H](NC(=O)c1cc2c(cn1)[nH]c1ccccc12)C(=O)O	57*	i	-11	0.2	-0.2	-3	-2.3	-24	-3	2
Cc1cc(NS(=O)(=O)c2ccc(NC(=O)CN3C(=O)c4ccccc4C3=O)cc2)nc(C)n1	18	-1.9	-10	1.8	.	-2	-0.6	9	5	-3
O=C(O)c1ccn[nH]1	.	-0.5	-12&-4	.	.	0	-1.0	.	7	.

3 consecutive entries already listed, for reference:
SMILES	VHR inh abs	Vc quorum ag	SSB-PriA inh	PfHsp40 yeast	TcdB GH inh	Anthrax LF prot	BoNT A protease	CCHF vOTU inh	Y pestis TopoI	3CLpro inhibitor
C[C@H](NC(=O)c1cc2c(cn1)[nH]c1ccccc12)C(=O)O	57*	i	-11	0.2	-0.2	-3	-2.3	-24	-3	2
Cc1cc(NS(=O)(=O)c2ccc(NC(=O)CN3C(=O)c4ccccc4C3=O)cc2)nc(C)n1	18	-1.9	-10	1.8	.	-2	-0.6	9	5	-3
O=C(O)c1ccn[nH]1	.	-0.5	-12&-4	.	.	0	-1.0	.	7	.

Next compounds.
SMILES	VHR inh abs	Vc quorum ag	SSB-PriA inh	PfHsp40 yeast	TcdB GH inh	Anthrax LF prot	BoNT A protease	CCHF vOTU inh	Y pestis TopoI	3CLpro inhibitor
Cc1cccc(CCNC(=O)C2CCN(S(=O)(=O)c3c(C)noc3C)CC2)c1	39	i	-2	0.6	.	-1	-2.3	-5	0	2
CCOC(=O)c1ccc2[nH]c(C)c(CN3CCN(C)CC3)c(=O)c2c1	.	i	-28	-1.0	.	-5	0.6	5	-11	-2
CCOC(=O)N1CCC2CC1c1cc(-c3cccc(OC)c3)ccc12 (configuration not stated)	.	-0.8	-10	1.1	0.4	-7	0.0	20	31	.
Cc1cccc(/C(N)=N/OC(=O)N2c3ccccc3Sc3ccccc32)c1	-4	i	.	15	.	-2	0.7	9	-6	3
Cc1ccc(C(=O)CSc2nc3cc(S(=O)(=O)N4CCOCC4)ccc3o2)cc1	21	-10	4	2.4	.	1	-2.2	2	-4	-2
COC(=O)C1=CN(Cc2ccc(OC)cc2)C=C(C(=O)OC)C1c1cccs1	20	-0.5	-30	0.6	0.2	-6	0.4	-46	11	-5

Screening results deposited in PubChem BioAssay by several laboratories.

This is a subset, so the mix of outcomes need not match the whole.
